STEP block: STEP phosphatase inhibitors, primary screen, biochemical, fluorescence intensity, uHTS | inhibition, % at 20 µM | Tyrosine-protein phosphatase non-receptor type 5 (Homo sapiens), P54829 | 360,000 tested, 0.25% active | recombinant STEP, OMFP fluorogenic substrate | AID 588621, 2011;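 active = inhibition at 20 µM, scaled per plate between control wells, above about 37%, limit read from the data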;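 note: 0% = DMSO with enzyme and substrate and 100% = substrate only without enzyme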
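System: STEP (striatal-enriched tyrosine phosphatase) enzyme, cell-free; medium: Bis-Tris pH 6.0 buffer with DTT, detergent; dosing: 20 µM, 1% DMSO; times: reaction 20 min, ambient temperature; detection: fluorescence, 480/540 nm; read-out basis: normalized % inhibition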
CSN deneddyl inh: inhibitors of CSN-mediated cullin deneddylation, primary screen, biochemical, fluorescence polarization, uHTS | Purified CSN, SCF-Nedd8-OG deneddylation | AID 651999, 2013 | COP9 signalosome complex subunit 5 (Homo sapiens), Q92905 | inhibition, % at 12.5 µM | 360,000 tested, 0.38% active;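 active = pattern-corrected inhibition above about 35%, with an unprinted fluorescence ratio check between 0.5 and 1.5, limit read from the data, passing the limit was not always enough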;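 note: 0% = enzyme with substrate and 100% = substrate without enzyme; some results filed as inactive read as strong as hits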
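Assay system: Purified human Csn5 enzyme expressed in HEK293T cells | Amount: Enzyme 0.24 nM | Measured by: Fluorescence polarization readout | Medium: Tris/NaCl/DTT buffer, pH 7.5 | Compound dosing: One concentration, 12.5 µM, 0.25% DMSO | Times: 90 min incubation of compound, enzyme and substrate at room temperature | Control set: no-enzyme wells high, enzyme-with-substrate wells low | Read-out: % inhibition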
NadD inh: inhibitors of S. aureus NadD, primary screen, biochemical, colorimetric, uHTS; inhibition, % at 20 µM; Nicotinate-nucleotide adenylyltransferase NadD (Staphylococcus aureus N315); AID 602399, 2012; purified NadD enzyme, colorimetric absorbance read-out; 360,000 tested, 0.78% active; in the data active = inhibition above about 26%; note: some compounds past the cut are filed as inactive
Rpn11 block: Rpn11 (PSMD14) deubiquitinase inhibitors, primary screen, biochemical, fluorescence polarization, uHTS; 26S proteasome non-ATPase regulatory subunit 14 (Homo sapiens), O00487; human 26S proteasome, Ub4-pepOG fluorescence polarization; 20S core pre-blocked with epoxomicin; calls only at 20 µM; 360,000 tested, 0.59% active;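 active = inhibition at 20 µM, scaled to each plate's controls, above about 33%, limit read from the data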
DNMT1 block: human DNMT1 methyltransferase inhibitors, primary screen, biochemical, molecular beacon, fluorescence, HinP1I cleavage, uHTS | 360,000 tested, 0.83% active | inhibition (reported as % activation of signal), % at 10 µM | DNA (cytosine-5)-methyltransferase 1 (Homo sapiens), P26358; in the data active = inhibition above about 50%
Target sequence (P26358 504-1616 limits assumed): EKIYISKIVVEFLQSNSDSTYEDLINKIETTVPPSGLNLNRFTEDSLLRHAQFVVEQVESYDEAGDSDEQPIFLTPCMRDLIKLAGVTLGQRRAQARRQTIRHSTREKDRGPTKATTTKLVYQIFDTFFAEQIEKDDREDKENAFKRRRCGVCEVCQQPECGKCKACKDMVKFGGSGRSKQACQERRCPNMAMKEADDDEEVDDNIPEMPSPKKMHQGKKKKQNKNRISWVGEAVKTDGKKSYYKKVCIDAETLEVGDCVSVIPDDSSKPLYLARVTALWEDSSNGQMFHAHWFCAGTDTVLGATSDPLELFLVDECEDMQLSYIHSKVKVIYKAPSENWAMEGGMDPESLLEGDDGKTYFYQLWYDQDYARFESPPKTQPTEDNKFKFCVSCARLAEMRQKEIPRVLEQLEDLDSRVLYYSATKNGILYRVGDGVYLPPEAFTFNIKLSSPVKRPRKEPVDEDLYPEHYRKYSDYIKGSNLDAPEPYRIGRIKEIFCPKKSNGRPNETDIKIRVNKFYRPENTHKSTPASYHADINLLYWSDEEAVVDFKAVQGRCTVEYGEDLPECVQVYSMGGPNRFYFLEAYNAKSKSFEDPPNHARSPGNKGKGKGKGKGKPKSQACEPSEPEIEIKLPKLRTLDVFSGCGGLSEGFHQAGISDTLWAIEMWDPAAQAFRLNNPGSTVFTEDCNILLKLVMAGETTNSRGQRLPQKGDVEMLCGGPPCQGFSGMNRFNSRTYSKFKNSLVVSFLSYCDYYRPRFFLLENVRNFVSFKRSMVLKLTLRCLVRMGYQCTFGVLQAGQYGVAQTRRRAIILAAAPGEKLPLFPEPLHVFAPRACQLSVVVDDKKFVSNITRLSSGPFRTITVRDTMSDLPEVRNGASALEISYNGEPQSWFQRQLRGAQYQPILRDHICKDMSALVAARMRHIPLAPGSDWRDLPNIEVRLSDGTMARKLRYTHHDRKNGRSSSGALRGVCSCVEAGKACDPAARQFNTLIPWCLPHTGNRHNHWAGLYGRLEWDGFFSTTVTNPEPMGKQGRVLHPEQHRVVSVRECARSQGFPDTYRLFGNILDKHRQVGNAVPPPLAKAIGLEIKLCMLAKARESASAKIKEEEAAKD
LMPTP block: LMPTP phosphatase inhibitors, primary screen, biochemical, fluorescence intensity, uHTS; Low molecular weight phosphotyrosine protein phosphatase (Homo sapiens), P24666; recombinant LMPTP-A, OMFP fluorogenic substrate; inhibition, % at 20 µM; 360,000 tested, 0.22% active; AID 651560, 2012;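 active = compounds that cut the enzyme signal by at least half of the control window in the single-dose screen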;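 note: plate controls were DMSO wells with enzyme plus substrate for no effect and substrate without enzyme for full effect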
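Test system – LMPTP-A phosphatase enzyme · Quantity – 0.625 nM LMPTP-A final · Reagent – OMFP substrate, 400 µM final · Dosing – one test concentration per compound, 20 µM, with 3% DMSO overall · Timing – 50 min enzyme reaction at room temperature, protected from light · Detection – fluorescence intensity · Controls – substrate-only low control, DMSO enzyme-plus-substrate high control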
Scp1 inh: Scp-1 phosphatase inhibitors, primary screen, biochemical, colorimetric, uHTS. Recombinant Scp1, phosphopeptide, malachite green phosphate absorbance. Carboxy-terminal domain RNA polymerase II polypeptide A small phosphatase 1 (Homo …. inhibition, % at 20 µM. 340,000 tested, 0.88% active. AID 493091, 2011;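 active = inhibition above about 50% at 20 µM, limit read from the data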;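 note: plate controls were DMSO wells with enzyme for no effect and wells lacking enzyme for full effect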
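Test system: SCP-1 phosphatase catalytic domain, residues 76-261 | Compound dosing: One concentration, 20 µM, with 1.0% DMSO | Schedule: 45 min room-temperature reaction, 5 min colour, 30 min stabiliser | Detection: Absorbance at 630 nm | Read-out basis: % inhibition of SCP-1 phosphate liberation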
Rin1-Abl PPI inh: inhibitors of Rin1-Abl protein binding, primary screen, biochemical, TR-FRET; Tyrosine-protein kinase ABL1 (Homo sapiens) + Ras and Rab interactor 1 (Homo sapiens), …; inhibition, % at 7.35 µM; 360,000 tested, 0.4% active; in the data active = inhibition above about 5%, passing the limit was not always enough
SUMO1-SIM PPI: modulators of SUMO1 protein-protein interactions, primary screen, biochemical, uHTS. Small ubiquitin-related modifier 1 (Homo sapiens), P63165. SUMO1 binding to a labelled peptide, TR-FRET, 1 h. inhibition, % at 20 µM. 360,000 tested, 0.33% active. AID 602429, 2012; in the data active = inhibition above about 37%
Neddylation inh: inhibitors of cullin neddylation, primary screen, biochemical, TR-FRET, uHTS, NAE and Ubc12; NEDD8-conjugating enzyme Ubc12 (Homo sapiens) + NEDD8-activating enzyme E1 regulatory …; calls only at 25 µM; 360,000 tested, 0.58% active; in the data active = inhibition above about 36%
* marks the source's active call; other numbers are inactive results; i = inactive; . = not tested or not shown. This is a random part of the collection; any-hit rate near 3.8%.

1	Cc1ccc(F)c(N=Cc2c(O)c3ccccc3oc2=O)c1
2	COc1ccccc1N1CCN(S(=O)(=O)c2cc3c(cc2C)NC(=O)CO3)CC1
3	CC(C)(C)C(=O)Nc1nc2cc3c(cc2s1)OCO3
4	O=C(CN1C(=O)NC2(CCCC2)C1=O)OCCOc1ccccc1
5	Fc1cc(F)cc(Nc2nc(Cl)nc(NC3CCCC3)n2)c1
6	Brc1ccc(-c2nc3ncccn3c2Nc2ccc3c(c2)OCCO3)o1
7	CCCCCC(C)NC(=O)c1cc(S(=O)(=O)N2CCCCC2)ccc1N1CCOCC1 (stereo not drawn)
8	COc1ccc(OC)c(/C=C/C(=O)OCC(=O)N2CCCC2)c1

Screen / compound no.	1	2	3	4	5	6	7	8
STEP block	4.3	-2.1	-0.4	0.7	1.5	-1.3	0.8	3.5
CSN deneddyl inh	0.6	0.0	-2.2	8.7	0.9	6.6	2.9	-0.1
NadD inh	2.2	-1.0	-4.2	0.2	-4.1	-0.5	3.6	0.8
Rpn11 block	i	i	i	i	i	i	i	i
DNMT1 block	0.8	-2.8	-2.5	1.4	-3.7	-1.0	0.4	3.0
LMPTP block	0.9	1.3	-2.1	-2.1	3.1	-0.5	0.5	0.8
Scp1 inh	-3.5	-11.9	0.2	-4.6	2.4	-0.3	-7.6	0.5
Rin1-Abl PPI inh	-2.1	1.5	-1.0	3.2	0.8	0.3	2.7	-2.2
SUMO1-SIM PPI	-1.9	6.2	-2.9	-4.6	0.5	-17.9	-3.8	-14.5
Neddylation inh	i	i	i	i	i	i	i	i

Overlap with the part before: 3 entries, followed by the next part.
6	Brc1ccc(-c2nc3ncccn3c2Nc2ccc3c(c2)OCCO3)o1
7	CCCCCC(C)NC(=O)c1cc(S(=O)(=O)N2CCCCC2)ccc1N1CCOCC1 (stereo not drawn)
8	COc1ccc(OC)c(/C=C/C(=O)OCC(=O)N2CCCC2)c1
9	CC(C)NC(=O)COC(=O)c1ccccc1Oc1ccccc1
10	CCCN(CC1CC1)C(=O)COC(=O)c1oc2c(F)cccc2c1C
11	CC1CCN(CCCNC(=O)c2ccc(CS(=O)(=O)Cc3ccc(Cl)cc3)o2)CC1
12	O=C(O)c1cc(S(=O)(=O)N2CCOCC2)ccc1N1CCCCC1
13	O=C(O)C1Sc2[nH]c(=O)sc2C2c3ccc(O)cc3OC(=O)C12 (stereo not drawn)
14	COc1cc(NC(=O)c2cccc(S(=O)(=O)N3CCCCC3)c2)cc(OC)c1OC
15	COc1ccc(C)cc1NC(=O)Nc1cnccn1
16	CCOc1ccc(C(=O)/C=C/c2ccccc2C(F)(F)F)cc1

Screen / compound no.	6	7	8	9	10	11	12	13	14	15	16
STEP block	-1.3	0.8	3.5	-2.7	-1.5	-3.1	-3.6	3.3	-0.5	0.2	-2.0
CSN deneddyl inh	6.6	2.9	-0.1	-2.0	0.2	-1.3	-3.7	9.3	1.8	1.7	5.8
NadD inh	-0.5	3.6	0.8	-1.1	-4.5	-8.4	-0.1	2.5	0.6	2.8	4.5
Rpn11 block	i	i	i	i	i	i	i	i	i	i	i
DNMT1 block	-1.0	0.4	3.0	2.1	-1.3	1.4	5.1	-1.8	-5.5	-2.1	2.1
LMPTP block	-0.5	0.5	0.8	-1.5	2.4	-2.4	0.4	2.1	1.7	0.5	3.8
Scp1 inh	-0.3	-7.6	0.5	-7.2	-7.6	-2.3	8.7	1.1	-0.1	-2.8	-8.0
Rin1-Abl PPI inh	0.3	2.7	-2.2	1.1	2.8	1.2	-4.0	3.4	3.4	2.7	-1.2
SUMO1-SIM PPI	-17.9	-3.8	-14.5	-2.4	-1.7	-5.7	-1.0	8.4	4.8	2.0	1.8
Neddylation inh	i	i	i	i	i	i	i	.	i	i	i

17	CCN(CC(=O)Nc1c(F)cccc1F)C(=O)CCc1ccc(OC)cc1
18	CCOC(=O)C1CCN(C(=O)Cn2cccc2C(=O)c2ccccc2)CC1
19	O=C(NC1CCCC1)c1cccnc1N1CCCCCC1
20	CCOC(=O)c1oc2ccccc2c1CSc1nnc(-c2ccco2)o1
21	CCOC(=O)C1CCN(C(=O)COC(=O)c2ccc3[nH]c4c(c3c2)CCCC4)CC1
22	CC1(C)CC(=O)c2cc(OCC(=O)NCCN3CCOCC3)ccc2O1
23	O=C(Nc1ccc(OC(F)(F)F)cc1)Nc1cccnc1
24	COc1ccc(OCC(=O)Nc2ccccc2C(=O)NC2CC2)cc1

Screen / compound no.	17	18	19	20	21	22	23	24
STEP block	-1.3	2.9	2.8	4.4	0.9	-1.6	-2.1	1.1
CSN deneddyl inh	7.5	0.3	2.5	-4.9	-4.2	2.3	-0.1	5.4
NadD inh	-2.3	1.5	1.7	-9.0	-3.7	-7.3	-1.1	-5.6
Rpn11 block	i	i	i	i	i	i	i	i
DNMT1 block	-0.2	0.6	4.1	7.9	-2.5	0.1	4.3	-1.7
LMPTP block	0.8	0.2	-2.0	1.4	0.8	-3.1	0.6	-0.6
Scp1 inh	-8.3	10.4	-2.7	-14.9	-2.3	-11.5	-14.9	-4.9
Rin1-Abl PPI inh	-0.3	2.4	1.3	-8.5	-4.4	-0.1	0.7	-4.1
SUMO1-SIM PPI	0.0	0.5	4.5	-5.9	1.5	-1.1	0.8	-4.6
Neddylation inh	i	i	i	i	i	.	i	i

25	COc1cccc(/C=C2/SC(=O)N(C)C2=O)c1OCc1ccc(C(=O)O)cc1
26	COc1cc(C=O)c(Br)cc1OCC(=O)NCCc1ccccc1
27	COc1ccccc1C(CNC(=O)c1cc(C)nc2ccccc12)N(C)C (stereo not drawn)
28	COc1ccc(Nc2nnc(SCC(=O)N(CC(C)C)C3CCS(=O)(=O)C3)s2)cc1 (stereo not drawn)
29	O=C(Nc1ccc(C#Cc2ccccc2)cc1)C1CC1
30	COc1ccc(-n2c(SCC(=O)NCC3CCCO3)nc3ccccc32)cc1 (stereo not drawn)
31	Cn1c(=O)cc(OCC(=O)N2CCCc3ccccc32)c2ccccc21
32	CN(C)S(=O)(=O)c1ccc(C(=O)N2CCN=C2SCc2cccnc2)cc1

Screen / compound no.	25	26	27	28	29	30	31	32
STEP block	1.3	-1.4	-2.1	-2.0	1.4	-2.1	0.4	-1.6
CSN deneddyl inh	0.7	-2.8	-0.9	-4.8	-0.1	1.5	-3.4	2.2
NadD inh	1.1	-5.5	-3.8	-0.9	-1.4	2.7	1.4	3.0
Rpn11 block	i	i	i	i	i	i	i	i
DNMT1 block	0.5	2.1	-0.2	2.0	7.2	-0.9	1.4	2.0
LMPTP block	-0.4	-1.5	-1.5	0.4	0.7	1.2	-0.9	-1.9
Scp1 inh	-6.4	-3.9	-7.7	.	-9.2	-5.7	-4.7	29.6
Rin1-Abl PPI inh	2.2	0.7	-1.1	-3.5	0.5	-2.4	0.3	1.5
SUMO1-SIM PPI	-17.6	2.7	3.2	0.2	0.6	2.5	3.9	1.9
Neddylation inh	i	i	i	i	i	i	i	i

33	O=C(CC(NS(=O)(=O)c1ccc(Cl)cc1)c1ccco1)NCc1cccnc1 (stereo not drawn)
34	COc1ccc(Cl)cc1NC(=O)CN(C)C(=O)/C=C/c1ccco1
35	CC1=NN(c2nc(-c3ccc(C)cc3)cs2)C(=O)C1N=Nc1ccccc1O (stereo not drawn)
36	O=C(O)c1cn(-c2ccc(F)cc2)c2cc(N3CCNCC3)c(F)cc2c1=O
37	CC(=O)OC1C(=O)N(Cc2ccccc2)C1c1ccc(C)cc1 (stereo not drawn)
38	Cc1cccc(NC(=O)CN(CC2CCCO2)C(=O)c2cc3ccccc3o2)c1C (stereo not drawn)
39	O=C(CN(Cc1ccccc1)S(=O)(=O)c1ccc2c(c1)OCCO2)N/N=C/c1ccc(F)cc1
40	CCOC(=O)Nc1ccc2c(c1)N(C(=O)CN1CCN(CCO)CC1)c1ccccc1CC2

Screen / compound no.	33	34	35	36	37	38	39	40
STEP block	-0.2	-3.5	1.6	-2.7	0.9	0.6	-1.0	-0.6
CSN deneddyl inh	-8.0	6.1	-2.6	6.8	3.9	-2.5	-2.5	0.0
NadD inh	-3.5	-0.7	29.0	4.8	-0.6	-1.3	2.9	0.2
Rpn11 block	i	i	i	i	i	i	i	i
DNMT1 block	2.4	-2.5	14.7	-15.3	1.5	-2.6	-4.1	0.9
LMPTP block	-1.2	-0.6	2.0	20.8	-0.7	0.1	3.8	-2.5
Scp1 inh	12.0	-4.9	58.0*	-11.7	-9.6	-4.7	-3.7	-2.4
Rin1-Abl PPI inh	2.3	0.3	-2.3	0.1	-2.2	0.9	-0.9	-4.0
SUMO1-SIM PPI	2.9	-4.2	19.7	5.1	-1.1	-0.4	8.4	-3.7
Neddylation inh	i	i	i	.	i	i	i	i

41	O=S(=O)(c1ccccc1)c1ccc(N2CCCCCC2)cc1
42	Nc1nc(NC(=O)c2ccccc2Cl)nn1-c1ccccc1
43	Cc1[nH][nH]c(=O)c1C=NCc1ccc(Cl)cc1
44	Cc1ccc(C)c(S(=O)(=O)N2CCN(C(=O)C3CCN(C(=O)c4ccc(F)cc4)CC3)CC2)c1
45	CC(=O)Nc1ccc(S(=O)(=O)N2CCSC2)cc1
46	Nc1ccccc1SCC(=O)Nc1ccc(N2CCOCC2)cc1

Screen / compound no.	41	42	43	44	45	46
STEP block	4.2	-1.7	-1.4	-1.5	-1.8	-2.2
CSN deneddyl inh	6.2	-1.4	-8.1	-3.6	0.5	0.8
NadD inh	-0.6	1.9	-1.4	0.1	-3.3	-4.7
Rpn11 block	i	i	i	i	i	i
DNMT1 block	2.0	-2.3	-1.3	0.1	-0.9	-1.0
LMPTP block	2.2	0.0	-1.4	-1.7	-2.7	1.2
Scp1 inh	-7.5	-2.6	-3.9	-7.6	-9.6	-2.2
Rin1-Abl PPI inh	0.0	-2.8	-0.4	-3.6	1.6	2.2
SUMO1-SIM PPI	-0.9	2.4	-2.6	2.6	7.9	1.3
Neddylation inh	.	i	i	i	i	i
